Source: PubChem BioAssay
DYRK1A inh: Dyrk1A (rat) kinase inhibition. inhibition, % at 12.5 µM. Q63470. AID 504441. 0.43% of 310,000 active. ADP-Glo luminescence, NFATc1 peptide; in the data active means inhibition above about 50%;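 further: plate controls were vehicle with enzyme for no effect and no enzyme for full effect; many of its hits are not listed in these tables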
HDAC3 inh: inhibitors of human histone deacetylase 3 | AID 2718 | 0.15% of 320,000 active | O15379 | recombinant HDAC3, fluorogenic peptide/trypsin coupled, fluorescence | inhibition, % at 8.3 µM; in the data active means inhibition above about 26%, passing the limit was not always enough; inconclusive means no clear call, values can overlap the other calls
Platelet DG rel: modulates dense granule release in human platelets. human platelet-rich plasma, SFLLRN dense granule ATP release, luminescence. inhibition, %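 (compounds screened at 7.5 µM in platelet-rich plasma)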. 0.22% of 300,000 active. AID 1663;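 active means mean replicate score, as percent of positive control, at or above 50; inconclusive means mean below 50 but at least one replicate at or above 50; inactive means mean and every replicate below 50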
GSK3B inh: inhibitors of human GSK3beta kinase. P49841. GST-GSK3beta kinase, ADP-Glo luminescence, 60 min; hits give low values. 0.038% of 300,000 active. activity score (negative = inhibition), % at 10 µM;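 active means more than half of replicate wells score below -50%, meaning over 50% inhibition versus plate controls; inconclusive means some replicates but at most half score below -50%; inactive means no replicate scores below -50%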;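 further: 0% = median DMSO wells and -100% = median GW8510 positive control wells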
Target sequence (P49841 whole entry, looked up): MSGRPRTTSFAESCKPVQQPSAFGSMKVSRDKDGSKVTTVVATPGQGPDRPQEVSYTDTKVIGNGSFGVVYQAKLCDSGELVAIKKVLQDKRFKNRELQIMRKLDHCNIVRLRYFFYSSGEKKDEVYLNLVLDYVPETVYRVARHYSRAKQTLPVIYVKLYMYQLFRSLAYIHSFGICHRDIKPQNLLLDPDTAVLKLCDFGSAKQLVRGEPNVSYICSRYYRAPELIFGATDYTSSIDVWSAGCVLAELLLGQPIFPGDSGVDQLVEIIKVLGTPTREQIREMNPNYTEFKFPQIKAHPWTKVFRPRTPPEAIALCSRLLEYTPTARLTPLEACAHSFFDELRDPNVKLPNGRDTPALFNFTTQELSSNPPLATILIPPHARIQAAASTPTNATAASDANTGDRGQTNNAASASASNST
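Assay system: GST-tagged human GSK3beta kinase, cell-free; Input: 1.6 ng GSK3beta; Medium: Tris/MgCl2 kinase buffer; Timing: 60 min enzyme reaction, room temperature; Signal: ADP-Glo luminescence quantifying ADP generated by kinase; Evaluation: score relative to plate controls; Benchmarks: DMSO neutral wells and GW8510 at 20 µM as positive.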
HSP90 refold inh: blocks HSP90-mediated luciferase refolding in reticulocyte lysate. Rabbit reticulocyte lysate, luciferase refolding luminescence, 3 h. 0.91% of 290,000 active. inhibition, % at 5.6 µM;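 active means inhibition above the screen-wide mean plus 3 SD, computed separately per campaign, cut at about 16% in these data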;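 further: 0% = DMSO wells and 100% = 60 µM geldanamycin wells; inhibitors lower the luminescence because luciferase stays unfolded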
HSF-1 act: increases HSF-1 driven luciferase reporter signal. NIH3T3-HGL HSF-1 luciferase reporter, MG132, 8 h; 100% = twice DMSO control signal. activation, % at 9 µM. 1.7% of 300,000 active;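 active means mean replicate activation of at least 50% with a set share of replicates each reaching 50%; inconclusive means only one of those two conditions met; inactive means mean below 50% and too few replicates reaching it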;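 further: 0% = median of the neutral control wells and 100% = twice that signal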
PolyA inhibitor: blocks polyadenylation in yeast reporter cells | S. cerevisiae SKY197-pL101 polyadenylation reporter, beta-gal luminescence; efflux-impaired pdr1/pdr3 knockout yeast; score 100 = 6 SD above DMSO | calls only at 12 µM | 0.02% of 300,000 active;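 active means lowest replicate activity score at least 50, where 100 means six control SD above control mean; inconclusive means lowest score under 50 but half or more replicates reach 50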;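 further: yeast exposed to compound for 9 h at 30 °C; higher score means more reporter readthrough which indicates perturbed polyadenylation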
GSK3 alpha inh: human GSK-3 alpha kinase inhibition; P49840; ADP-Glo luminescence, 60 min; inhibition, % at 10 µM; 0.1% of 320,000 active;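 in the data active means inhibition above about 50%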;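 further: GST-tagged GSK-3 alpha with peptide substrate and 25 µM ATP; 0% = DMSO neutral wells and 100% = GW8510 positive control wells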
Target sequence (P49840 whole entry, looked up): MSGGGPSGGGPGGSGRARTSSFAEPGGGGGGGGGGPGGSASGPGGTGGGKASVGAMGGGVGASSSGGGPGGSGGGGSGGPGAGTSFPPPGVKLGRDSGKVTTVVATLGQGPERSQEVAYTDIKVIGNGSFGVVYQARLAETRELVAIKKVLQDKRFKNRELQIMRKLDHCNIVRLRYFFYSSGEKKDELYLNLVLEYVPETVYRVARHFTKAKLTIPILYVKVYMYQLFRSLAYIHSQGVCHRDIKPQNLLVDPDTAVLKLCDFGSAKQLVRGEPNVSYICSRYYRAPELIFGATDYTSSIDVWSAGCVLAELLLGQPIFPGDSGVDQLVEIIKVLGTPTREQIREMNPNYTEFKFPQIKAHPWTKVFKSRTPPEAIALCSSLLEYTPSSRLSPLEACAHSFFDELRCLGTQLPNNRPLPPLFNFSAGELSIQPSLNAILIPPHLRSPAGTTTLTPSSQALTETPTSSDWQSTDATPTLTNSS
AI-2 QS modul: modulates the Vibrio harveyi AI-2 quorum sensing system; Vibrio harveyi JMH597 AI-2 luminescence/OD600 ratio, 9 h; hits give low values; strain lacks LuxN and CqsS sensors; 0 = neutral-control median; activity change, % at 7.5 µM; 0.4% of 300,000 active; AID 2094; in the data active means activity change below about -75%, passing the limit was not always enough; inconclusive means no clear call, values can overlap the other calls;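 further: luminescence divided by OD600 gain over 9 h not by final OD600 alone; inactives centre near 13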
HSF1 inh: HSF1 inhibition; NIH3T3-HGL HSE-luciferase, MG132-induced, luminescence 8 h; hits give low values; activity change, negative = inhibition, % at 7.5 µM (by protocol); 0.77% of 300,000 active; AID 2098;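 active means more than half of replicate wells show activity change below -50%, luminescence cut by over half; inconclusive means some wells, but at most half, below -50%; inactive means no replicate well below -50%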;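 further: luciferase reports HSF-1 transcriptional activity via heat shock element; 0% = median of DMSO wells and -100% = zero luminescence signal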
The depositor's hits bear a star; i = inactive; u = inconclusive; x = not tested or not shown.

SMILES	DYRK1A inh	HDAC3 inh	Platelet DG rel	GSK3B inh	HSP90 refold inh	HSF-1 act	PolyA inhibitor	GSK3 alpha inh	AI-2 QS modul	HSF1 inh
CCOC(=O)c1ccc(N(C(=O)c2ccco2)C(C(=O)NC2CCCC2)c2ccncc2)cc1 (stereo not given)	1	1	0	2	2	21	i	0	31	7
Cc1ccccc1C(=O)NC1CCN(Cc2nnnn2Cc2ccccc2)CC1	-2	-10	3	0	2	10	i	1	10	5
COc1nccnc1NS(=O)(=O)c1ccc(NC(=O)c2ccccc2Br)cc1	2	0	-12	-3	-4	10	i	-4	36	-2
Cc1[nH]c2ccccc2c1N=Nc1c(C)n(C)n(-c2ccccc2)c1=O	1	3	-8	1	9	12	i	3	-2	15
O=C(Nc1nccs1)NC(C(F)(F)F)C(F)(F)F	4	0	-11	1	5	8	i	-18	52	2
CCOc1ccc(N/C(C)=C/C(=O)c2ccc(C)o2)cc1	5	1	12	0	-2	-6	i	-4	4	-5
Cc1ccc2[nH]cc(C(=O)NCc3cccs3)c(=O)c2c1	9	9	10	1	-2	-7	i	0	5	-1
CCOC(=O)c1cc2cc(-c3c(C(=O)OCC)oc4cc(O)cc(O)c4c3=O)ccc2o1	0	-4	x	x	2	x	x	1	x	x
COc1ccc(C(=O)CN2C(=O)NC3(CCCc4ccccc43)C2=O)cc1 (stereo not given)	9	0	-14	-4	x	-15	x	0	7	-1
CCOC(=O)c1cnc2c(Cl)cc(Cl)cc2c1NCCOCCO	5	-2	2	0	0	9	i	-1	21	0
COc1ccccc1S(=O)(=O)Cc1ccc(C(=O)NCC2CCCO2)o1 (stereo not given)	0	-6	1	1	-5	6	i	-1	1	-8
Cc1ccc(S(=O)(=O)N2CCC(=O)N(C(CO)C(C)C)CC2)cc1 (stereo not given)	15	-1	3	2	12	3	i	1	7	-2
CC(C)Cn1c(SCC(=O)c2ccc(Cl)s2)nnc1-c1ccco1	-2	9	2	3	5	34	i	7	24	14
CC(C)n1ncc(C(N)=O)c1N	-1	1	x	-1	0	-6	i	-1	11	-6
CN1C(=O)CC(N2CCN(c3ccccc3)CC2)C1=O (stereo not given)	-4	0	-1	1	0	-9	i	x	14	-6
O=C(CNC(=O)c1ccccn1)N/N=C/c1ccc2c(c1)OCO2	-6	0	0	17	1	-24	i	0	u	-2
COc1ccc(CNC(=O)C2CCC(CNc3c(N4CCOCC4)c(=O)c3=O)CC2)cc1 (stereo not given)	1	-3	17	0	-3	1	i	-6	7	-2
CCN1CCN(C(=O)CSc2nc(N)cc(N)n2)CC1	-3	-2	6	3	4	10	i	3	22	5
CCCN1C=CC(=C2C(=O)c3ccccc3C2=O)C=C1	37	13	64*	0	92*	-85	i	10	16	-83*
CCOc1ccc(CCNC(=O)CN2CCN(Cc3ccc(F)cc3)C2=O)cc1OCC	4	4	-2	-2	-3	15	i	0	20	-5
CCOC(=O)C1CCN(C2=C(NS(=O)(=O)c3ccc(Br)cc3)C(=O)c3ccccc3C2=O)CC1	-5	-2	11	-4	6	12	i	-6	17	18
O=Cc1cccn1-c1ccc(O)cc1	6	-8	-2	-4	-3	4	i	-1	5	-5
COC(=O)C1=NNC2(c3ccc(Cl)cc3)C(=O)N(c3ccc(Cl)cc3)C(=O)C12 (stereo not given)	1	12	-6	3	3	-3	i	-1	8	3
CC(=O)c1cccc(S(=O)(=O)Nc2cccc(S(=O)(=O)NC3=NCCC3)c2)c1	-1	-3	-1	2	-3	-16	i	2	16	-11
CCOC(=O)C1CCN(C(=O)COc2ccc(N(C)S(=O)(=O)c3ccc(C)cc3)cc2)CC1	0	-2	6	-3	5	2	i	-2	49	8
COc1ccc(OC)c(NC(=O)C2CCN(S(=O)(=O)c3cccs3)CC2)c1	-3	-3	-9	4	10	-14	i	-2	25	-9
COc1ccccc1Oc1ccc(S(=O)(=O)N2CCCCC2)cc1NC(=O)CCNC(C)=O	-12	5	23	0	3	1	i	-3	3	1
Clc1ccc(C(c2nnnn2CCc2ccccc2)N2CCSCC2)cc1 (stereo not given)	-5	5	6	-3	5	4	i	-1	23	3
O=C(NC1CCCCCC1)c1ccc(CS(=O)Cc2ccccc2Cl)o1 (stereo not given)	x	1	0	1	-2	8	i	0	17	-1
Cc1cc(Cl)ccc1C(=O)C1CCCN(C(=O)c2ccsc2)C1 (stereo not given)	-3	12	-12	-4	-1	13	i	3	10	-1
Cc1ccc(C(=O)c2ccc(O)cc2)cc1C	23	14	x	x	1	x	x	1	x	x
CCOc1cc(C(=O)OCC(=O)Nc2cc(C)on2)ccc1OCC(C)C	5	-4	0	-22	-6	-5	i	-1	2	-1
COc1c(Cl)cc(Cl)cc1C(=O)Nc1ccccc1N1CCN(C(C)=O)CC1	-1	-8	4	0	-4	8	i	-2	22	-5
CC(=O)NC(CSC(CC(=O)c1ccco1)c1ccc(C)cc1)C(=O)O (stereo not given)	1	2	-1	3	-2	u	i	1	6	18
Cn1c(Cn2c(=O)sc3ccccc32)nnc1SCc1cccc(F)c1	4	3	1	-11	-5	5	i	0	14	-5
Cn1c(SCc2ccccc2)nnc1-c1c[nH]c2ccccc12	1	2	20	0	-4	2	i	-1	8	9
COC(C[C@@H](O)C[C@H](O)[C@@H](C)OCc1ccccc1)OC	9	x	7	2	x	1	i	x	24	-1
CCc1ccc(NC(=O)CN2C(=O)C(=O)N(Cc3ccccc3)C2=O)cc1	x	3	2	2	-5	9	i	-1	19	0
N#Cc1ccc(OCC(=O)N/N=C/C2CC=CCC2)cc1 (stereo not given)	1	-3	-1	-1	-1	-5	i	0	27	-10
O=S(=O)(c1cccc(-c2cn3cccnc3n2)c1)N1CCCCCC1	2	-2	-3	-2	2	x	i	-2	10	x
Cc1cc2ccccc2cc(C)c1=O	3	1	0	1	2	-1	i	x	13	1
CC(OC(=O)c1ccc2ncsc2c1)C(=O)NCc1ccccc1 (stereo not given)	x	3	12	0	0	-7	i	0	8	-1
COc1ccc(CNc2nc3ccc(C)cc3s2)c(OC)c1OC	-2	6	15	1	-2	18	i	0	-11	13
CCS(=O)(=O)N1CCN(S(=O)(=O)c2ccccc2)CC1	5	-2	3	-1	4	2	i	0	11	-2
CC(C)(C)Nc1nc(SCC(=O)Nc2ccccc2Cl)nc(N2CCOCC2)n1	0	-3	-2	-1	-4	-2	i	4	48	-4
CSCC[C@H](NC(=O)NC1CCCC1)C(=O)O	3	3	6	0	5	-4	i	-3	14	-7
Cc1ccc(NC(=O)OCc2cn(-c3ccc(Cl)cc3)nn2)cc1	-5	-4	-8	0	3	-2	i	-1	24	4
COc1ccc(N(CC(=O)NCc2ccco2)S(C)(=O)=O)cc1OC	-2	-3	1	-1	-1	5	i	3	3	-6
Cn1c(-c2ccc(C(=O)c3ccccc3)s2)nc2ccccc21	4	-1	21	-7	4	31	i	-1	11	22
COC(=O)c1cc(-c2ccc(Br)cc2)c2c(=O)n(C)c(=O)n(C)c2n1	x	-9	-2	4	3	-11	i	-1	10	-6
CCn1c(SCC(=O)Nc2ncc(C(F)(F)F)cc2Cl)nnc1-c1ccccc1	-5	1	4	3	5	x	i	-1	9	x
CC(C)CNC(=S)N(CCCN(C)C)Cc1cc2cc3c(cc2[nH]c1=O)OCCO3	13	-4	4	0	-2	12	i	-1	32	10
O=C(COC(=O)/C=C/c1ccc(S(=O)(=O)N2CCCCCC2)cc1)NCc1ccccc1Cl	-2	-1	-7	3	-1	6	i	-1	31	-9
Cc1ccc(NC(=O)c2ccc(F)cc2)cc1S(=O)(=O)N1CCCCCC1	-3	1	-6	2	3	5	i	0	2	4
CCOc1ncccc1C(=O)NCc1cccc(OC)c1	0	-1	1	0	-6	-6	i	-1	14	6
O=[N+]([O-])c1ccc(NC(=S)NCCc2ccc(F)cc2)cc1	6	11	-2	2	-3	16	i	1	u	13
O=C(NC(=S)N1CCCC1)c1cccc([N+](=O)[O-])c1	-11	0	11	2	2	-7	i	0	29	-4
Cc1ccc(S(=O)(=O)N(C)C)cc1NC(=O)COC(=O)c1c(C)noc1C	-7	x	-5	1	2	63*	i	x	12	27
COc1cc(CNC(=O)c2ccc3c(c2)S(=O)(=O)c2ccccc2C3=O)cc(OC)c1	-5	-6	2	19	x	2	i	0	25	2
Cc1c(Br)c([N+](=O)[O-])nn1CC(=O)NCC1CCCO1 (stereo not given)	-2	-3	-4	0	3	30	i	0	12	3
(next part)
SMILES	DYRK1A inh	HDAC3 inh	Platelet DG rel	GSK3B inh	HSP90 refold inh	HSF-1 act	PolyA inhibitor	GSK3 alpha inh	AI-2 QS modul	HSF1 inh
CC1CCCCC1NC(=O)c1cccc(S(=O)(=O)N2CCN(C)CC2)c1 (stereo not given)	2	-1	-2	2	x	-32	i	-2	28	-3
CNC(=O)c1[nH]nc2c1CCc1cc(OC)ccc1-2	29	-3	3	3	7	11	i	-1	10	-8
CC12CN3CCN(CC(C3)C1(O)CN1CCCCC1)C2 (stereo not given)	-2	-10	-6	-6	5	-10	i	-1	9	0
CN(CC(=O)N1CC=C(c2ccccc2)CC1)S(=O)(=O)c1ccc2c(c1)c(=O)n(C)c(=O)n2C	3	0	10	1	0	3	i	-2	45	-1
CC1=NN(C(=O)c2ccc(C)o2)C(O)(c2ccccc2)C1 (stereo not given)	3	-4	x	x	-3	x	x	-1	x	x
O=C(CCCn1c(=S)[nH]c2cc3c(cc2c1=O)OCO3)NC1CC1	9	0	1	-1	-2	-7	i	-1	13	-3
NC(=O)C1(N2CCCCC2)CCN(C(=O)c2cccn3c(=O)c4cc(Cl)ccc4nc23)CC1	11	-11	-3	-2	0	27	x	-13	6	9
COCCn1nnnc1C(c1ccccc1OC)N1CCN(C(=O)c2ccco2)CC1 (stereo not given)	10	1	-1	0	1	-8	i	0	-9	-7
CCOC(=O)CN1C(=O)C(=O)N(Cc2c(C)cc(C)cc2C)C1=O	-3	-12	6	-3	-1	-3	i	-2	34	-1
CCc1ccc(/C=N/NC(=O)c2cc(-c3ccncc3)nc3ccccc23)s1	-3	-1	-10	5	-5	-23	i	4	22	-11
COc1ccc(C(=O)OCC(=O)NC(=O)CCSc2ccccc2)cc1	-1	7	-1	0	-1	-2	i	7	25	-6
Cc1nnc(N/N=C\c2ccc(-c3ccccc3[N+](=O)[O-])o2)n1N	5	6	3	3	38*	80*	i	15	20	36
Cc1ccc(-n2c(=O)c3cc4c(=O)n(-c5ccc(C)c(C)c5)c(=O)c4c(C(=O)c4ccc(C(=O)O)cc4)c3c2=O)cc1C	-5	1	15	-1	-4	-12	i	-1	12	-3

Some of the compounds tested. The share of hits here may be higher or lower than overall.
